Screening data (PubChem BioAssay)
Shn3 3UTR inh = reduction of Shn3 3'UTR firefly luciferase signal, primary screen, Schnurri-3 inhibitor project, cell-based, Clone20 osteoblasts, set 2. AID 588674, 2011. Clone20 osteoblast Shn3 3'UTR firefly luciferase, 24 h. inhibition, % at 12.5 µM. actives 0.52% (n = 360,000);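 active means mean inhibition of at least 75% with every replicate also reaching 75%; inconclusive means mean inhibition at least 75% but some replicate below; inactive means mean inhibition below 75%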;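 further: 0% = median of neutral control wells and 100% = pilot-screen positive control compound; some compounds past the cut are filed as inactive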
NR2E3 ag-1 = NR2E3 agonists in two-hybrid cells, primary screen, cell-based, luminescence, CHO-S, Gal4-NCOR/VP16-NR2E3 | actives 0.35% (n = 360,000) | luciferase | AID 602229, 2012 | Photoreceptor-specific nuclear receptor (Homo sapiens), Q9Y5X4 | inhibition of corepressor binding, % at 3.98 µM;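 active means inhibition above the mean of all tested compounds plus 3 SD, cut at about 70% in these data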;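 further: 0% = DMSO with NR2E3 transfected cells and 100% = cells lacking NR2E3 construct; higher means lower luciferase signal from less NR2E3 corepressor binding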
Target sequence (Q9Y5X4 whole entry, looked up, the tested form may be a part): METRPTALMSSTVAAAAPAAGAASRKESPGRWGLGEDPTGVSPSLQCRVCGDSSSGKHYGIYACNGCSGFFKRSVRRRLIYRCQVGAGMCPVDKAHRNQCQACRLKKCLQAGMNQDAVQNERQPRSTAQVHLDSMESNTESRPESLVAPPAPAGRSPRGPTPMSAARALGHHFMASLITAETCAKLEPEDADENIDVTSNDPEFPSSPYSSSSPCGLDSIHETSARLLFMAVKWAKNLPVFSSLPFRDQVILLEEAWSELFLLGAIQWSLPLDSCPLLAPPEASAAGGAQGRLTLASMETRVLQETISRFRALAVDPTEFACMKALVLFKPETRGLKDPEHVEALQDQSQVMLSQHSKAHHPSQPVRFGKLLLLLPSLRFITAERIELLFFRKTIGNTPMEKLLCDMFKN
HIF-2a inh = HIF-2a reporter inhibitors, primary screen, luminescence, 786-0 RCC cells | 786-0 RCC cells HIF-2a reporter, luciferase luminescence, overnight | inhibition, % at 18.8 µM | actives 0.72% (n = 360,000) | AID 624352, 2012;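 active means inhibition of the luminescence signal of 40% or more relative to plate controls, in a single-dose primary screen at 18.75 µM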
KKLEB tox = cytotoxicity in KKLEB CF airway cells, primary screen, cytotoxicity control for CF NF-kB inhibitor project, cell-based, uHTS, fluorescence assay plates. KKLEB CF airway cells viability, ATPlite luminescence, overnight; active compounds read low; cells stimulated with P. aeruginosa culture filtrate. activity change (cytotoxicity), % at 5 µM. actives 0.36% (n = 360,000);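 active means corrected activity change at or below -50% at 5 µM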
MITF TRPM1 inh = inhibitors of MITF-dependent TRPM1 promoter reporter, primary screen, cell-based, SK-MEL-5, single point, luciferase; SK-MEL-5 TRPM1 promoter luciferase, 24 h; inhibition, % at 12.5 µM; actives 0.83% (n = 330,000); AID 488899, 2010;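 active means mean inhibition across replicates of 60% or more, whatever share of single replicates reaches that level; inconclusive means some that reach 60%, reason not given; inactive means mean inhibition across replicates below 60%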; further: values of inactives mirror those of a sister screen read the other way
PDI inh = inhibitors of human PDI, primary screen, biochemical, turbidity, single point, plate reader; PDI insulin aggregation turbidity, A650, 90 min; inhibition, % at 10 µM; actives 0.052% (n = 350,000);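 active means mean inhibition across replicates of 30% or more, whatever share of single replicates reach that level; inconclusive means mean inhibition below 30% while every single replicate reaches 30%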;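 further: absorbance from insulin aggregation driven by PDI reduction with DTT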
Target sequence (P07237 whole entry, looked up): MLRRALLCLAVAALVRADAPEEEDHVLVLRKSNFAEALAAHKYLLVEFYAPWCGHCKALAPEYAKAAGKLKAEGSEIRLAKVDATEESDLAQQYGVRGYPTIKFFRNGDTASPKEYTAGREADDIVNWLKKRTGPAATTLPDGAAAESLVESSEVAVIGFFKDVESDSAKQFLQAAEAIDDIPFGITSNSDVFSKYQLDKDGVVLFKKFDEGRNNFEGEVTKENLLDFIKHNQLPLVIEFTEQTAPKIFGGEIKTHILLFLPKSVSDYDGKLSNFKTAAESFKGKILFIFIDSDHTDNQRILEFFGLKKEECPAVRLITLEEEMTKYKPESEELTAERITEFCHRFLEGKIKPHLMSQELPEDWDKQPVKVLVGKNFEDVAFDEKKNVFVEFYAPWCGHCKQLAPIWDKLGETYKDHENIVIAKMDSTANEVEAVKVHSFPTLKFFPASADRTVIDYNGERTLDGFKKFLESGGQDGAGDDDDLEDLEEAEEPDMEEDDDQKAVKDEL
Vif imaging = HIV Vif self-association inhibitors, primary screen, imaging, HEK293T, single point. HEK293T cells, Vif self-association by quenched fluorescence, 24 h. inhibition, % at 7.49 µM. actives 0.35% (n = 340,000). AID 602346, 2012; in the data active means inhibition above about 50%, passing the limit was not always enough; inconclusive means no clear call, values can overlap the other calls; inactive means below about 31%; further: some results filed as inactive read as strong as hits
NR2E3 ag-2 = inhibitors of NR2E3-RetCOR corepressor binding, primary screen, NR2E3 agonist project, biochemical, TR-FRET, GST-NR2E3, biotin-RetCOR; Photoreceptor-specific nuclear receptor (Homo sapiens), Q9Y5X4; 1536-well; inhibition of corepressor binding, % at 4.78 µM; actives 0.12% (n = 320,000); AID 2300, 2010;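 active means percent inhibition above the cutoff of mean plus 3 SD of all tested compounds, set per screening campaign, cut at about 20% in these data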;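 further: 0% = DMSO wells and 100% = biotin wells as full block of FRET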
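Material: NR2E3–RetCOR corepressor complex | Quantity: 1.35 nM GST-tagged NR2E3 final | Schedule: 5 h at 4 °C | Replication: Singlicate compound wells | Reagent: RetCOR corepressor, biotinylated, 7 nM | Controls: Biotin wells as high control, 0.6% DMSO wells as low control | Signal: TR-FRET, Eu(K)-anti-GST donor, streptavidin-D2 acceptor, ex 340, em 617/671 nm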
CF NFkB block = inhibitors of PAF-induced NF-kB signaling, primary screen, cell-based, GFP fluorescence, uHTS | actives 0.86% (n = 360,000) | inhibition, % at 5 µM | KKLEB NF-kB-GFP reporter, GFP fluorescence overnight;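 active means at least 50% inhibition at 5 µM, scaled per plate between neutral and stimulator controls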;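 further: PAF is a Pseudomonas aeruginosa culture filtrate used as stimulus; plate controls were PAF-stimulated DMSO wells for no effect and unstimulated DMSO wells for full effect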
Peg3 promoter = Peg3 promoter-driven luciferase inhibitors, primary screen, cell-based, HeLa, luciferase luminescence; inhibition, % at 20 µM; HeLa PEG-Prom luciferase reporter, overnight; actives 1.7% (n = 360,000); AID 588405, 2011;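 active means inhibition of at least 50% at 20 µM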
CaV13 FRET inh = Disruptors of the CACNA1D IQ motif to Ca2+-dependent inactivation inhibitor domain association, primary screening, Förster resonance energy transfer in intact living …; HEK cells, CFP/YFP FRET ICDI-IQ, plate reader, 10 min; percent FRET-ratio fall versus neutral wells; inhibition, % at 12.3 µM; actives 0.098% (n = 340,000);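 active means mean replicate inhibition of at least 30% and at least 1% of replicates passing that level; inconclusive means only one of the two criteria is met; inactive means neither criterion is met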;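 further: 0% = median of the neutral control wells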
An asterisk follows results filed as active; ? = inconclusive; nt = no result given.

Short keys – A = Shn3 3UTR inh; B = NR2E3 ag-1; C = HIF-2a inh; D = KKLEB tox; E = MITF TRPM1 inh; F = PDI inh; G = Vif imaging; H = NR2E3 ag-2; I = CF NFkB block; J = Peg3 promoter; K = CaV13 FRET inh
COc1ccc(/C(O)=C2/C(=O)C(=O)N(CC3CCCO3)C2c2ccc(O)c(OC)c2)cc1 (configuration not stated)
  A: 9	B: 2	C: 6	D: -5	E: -9	F: 1	G: -1	H: 3	I: 10	J: 4	K: 6

CCOC(=O)C(C)Sc1nnc(-c2c[nH]c3ccccc23)n1C (configuration not stated)
  A: -8	B: -30	C: 6	D: 2	E: 7	F: nt	G: -3	H: 3	I: -1	J: 6	K: -5

O=C(c1ccc2c(c1)OCO2)N(c1ccc(Br)cc1)C1C=CS(=O)(=O)C1 (configuration not stated)
  A: 1	B: -22	C: 18	D: 0	E: 1	F: -2	G: nt	H: 3	I: 9	J: -12	K: -3

CC(C)N(C)S(=O)(=O)c1ccc(NC(=O)C2=COCCO2)cc1
  A: -34	B: -43	C: -108	D: 20	E: -27	F: 9	G: -5	H: 3	I: -16	J: -83	K: -3

CC(=O)c1ccccc1NC(=O)CSc1n[nH]c(=O)n1C1CC1
  A: -6	B: 18	C: 16	D: -8	E: 16	F: -3	G: 3	H: nt	I: 2	J: 11	K: -17

NS(=O)(=O)c1ccc(-n2ncc3c(=O)[nH]c(SCC(=O)Nc4nccs4)nc32)cc1
  A: -8	B: -19	C: 9	D: 0	E: nt	F: nt	G: nt	H: 1	I: -7	J: 8	K: -6

CN(C)CCn1c(=O)n(Cc2ccco2)c(=O)c2c3c(sc21)CCCCC3
  A: -5	B: 2	C: 15	D: -3	E: -6	F: 12	G: 7	H: -3	I: 17	J: 27	K: -11

NNC(=O)c1sc2cc(C(F)(F)F)cnc2c1-c1cccs1
  A: -18	B: 0	C: -69	D: 5	E: 3	F: -1	G: -3	H: -2	I: -1	J: 0	K: 1

O=[N+]([O-])c1cccc(/C=N/Nc2nc(N3CCCCC3)nc(N3CCCCC3)n2)c1
  A: 22	B: -7	C: 0	D: 7	E: 3	F: -3	G: 0	H: -1	I: -21	J: 12	K: -1

CCOCCCNc1nc2c(c(=O)n(C)c(=O)n2C)n1CCCc1ccccc1
  A: 7	B: 4	C: 16	D: 14	E: 7	F: 0	G: 14	H: -1	I: 0	J: 25	K: -4

CCCn1c(=O)[nH]c(=O)c2c(C(F)(F)F)cc(-c3ccc(C)cc3)nc21
  A: -15	B: -3	C: 10	D: -12	E: -15	F: -3	G: 5	H: -2	I: -1	J: 4	K: 4

O=C(c1ccccc1)N(NC(=O)C(O)(c1ccccc1)c1ccccc1)c1cccc(F)c1
  A: -43	B: -19	C: 5	D: -4	E: 4	F: 25	G: 0	H: 1	I: -10	J: 10	K: -2

COc1ccc(CCn2c(NN=C3CCCC3)nc3c2c(=O)[nH]c(=O)n3C)cc1
  A: -6	B: -17	C: 23	D: -4	E: 7	F: -7	G: 2	H: 0	I: 4	J: 14	K: -13

CCOc1cc(S(=O)(=O)NCCCN2CCOCC2)c(C)cc1C
  A: 3	B: -12	C: 15	D: 27	E: 1	F: 6	G: -8	H: nt	I: -26	J: 6	K: nt

O=C(CN1CCC(O)CC1)N1c2ccccc2C=Cc2ccccc21
  A: -12	B: -13	C: 17	D: 19	E: -5	F: 3	G: 5	H: -1	I: 0	J: 9	K: 0

CC(C)(C)n1cnc2cc(NC(=O)c3cccs3)ccc21
  A: -101	B: -106	C: -211	D: 2	E: -86	F: 1	G: -3	H: -4	I: -10	J: -239	K: -7

O=C(c1ccc(O)cc1)c1ccc(C(=O)O)c(C(=O)O)c1
  A: -1	B: -23	C: 7	D: 13	E: 6	F: -5	G: -12	H: -1	I: -6	J: 6	K: -5

O=C(NCCC(F)(F)F)C1Cc2c(-c3ccccc3Oc3ccccc3)ccnc2O1 (configuration not stated)
  A: 19	B: 22	C: 25	D: -2	E: nt	F: 2	G: 0	H: nt	I: 23	J: 10	K: -6

CSc1nc(N2CCN(C)CC2)c2c(c1C#N)CC(C)(C)OC2
  A: 8	B: -10	C: 8	D: -19	E: 8	F: -2	G: 19	H: -3	I: -9	J: 10	K: -2

CC(C)C(=O)Nc1cccc(C(=O)Nc2ccc3c(c2)OCO3)c1
  A: -42	B: -88	C: -145	D: -4	E: -29	F: 8	G: -6	H: 0	I: 0	J: -166	K: -6

COc1ccc(NS(=O)(=O)c2cccc(C(=O)N(C)CC(=O)Nc3ccc(C)cc3)c2)cc1
  A: -72	B: -4	C: 14	D: 4	E: 13	F: 6	G: -11	H: 1	I: 4	J: 9	K: -3

C=CCNC(=O)/C(C#N)=C/c1ccccc1OCc1ccc(C(=O)OC)cc1
  A: -38	B: -9	C: -9	D: -15	E: -32	F: 4	G: -1	H: 3	I: 22	J: -61	K: -5

CC(=O)Nc1ccc(NC(=O)Cc2ccc(S(=O)(=O)N3CCCCC3)s2)cc1
  A: -3	B: -17	C: 8	D: -3	E: 5	F: 0	G: 2	H: 3	I: -7	J: 13	K: -4

CCOC(=O)Cn1nc(C)c(NC(=O)c2cccc([N+](=O)[O-])c2)c1C
  A: -9	B: 4	C: 12	D: 0	E: 7	F: 0	G: 1	H: 1	I: -17	J: -6	K: 8

COc1cc2nc(CN(C)Cc3ccc(SC)cc3)[nH]c(=O)c2cc1OC
  A: 14	B: -13	C: 8	D: -22	E: 4	F: -5	G: 10	H: 2	I: 30	J: 17	K: -6

O=c1c2ccccc2oc2ccc(C#CC3(O)CCCCC3)cc12
  A: 2	B: 43	C: -2	D: -57*	E: 4	F: -7	G: -1	H: 1	I: -28	J: 37	K: -7

C=CCn1c(SCC(=O)O)nc2sc(CC)cc2c1=O
  A: -14	B: -31	C: 13	D: 10	E: 14	F: 13	G: 16	H: 2	I: 27	J: -1	K: -2

O=c1[nH]c2cccnc2n(CCNc2ncc(C(F)(F)F)cc2Cl)c1=O
  A: 3	B: -43	C: 11	D: 8	E: -3	F: 2	G: 0	H: -1	I: -4	J: 4	K: 5

O=C(c1cc(-c2ccccn2)nc2ccc(Cl)cc12)N1CCN(CCc2ccccc2)CC1
  A: 10	B: -14	C: 17	D: -18	E: 13	F: -5	G: -4	H: -1	I: 4	J: 51*	K: -6

COc1cc(/C=C2\SC(=O)N(CCN)C2=O)ccc1OS(=O)(=O)c1cc(C)ccc1C
  A: -16	B: 5	C: 2	D: -6	E: -2	F: 5	G: -4	H: nt	I: 7	J: 23	K: -2

CCOc1ccc(NC(=O)CSc2nnc(C)n2Cc2ccccc2)cc1
  A: 4	B: -11	C: 6	D: 9	E: 7	F: -21	G: 1	H: 6	I: -4	J: 17	K: -4

Cc1ccc(-c2csc(N3CCN(c4ccc5nc(-c6ccncc6)n(CCN6CCCCC6)c5c4)CC3)n2)cc1
  A: 6	B: 4	C: -9	D: -9	E: -5	F: 11	G: -2	H: -3	I: -8	J: -8	K: nt

CCOC(=O)C1(S(=O)(=O)c2ccc(Cl)cc2)CCN(Cc2ccccc2)CC1
  A: -5	B: 2	C: 13	D: -14	E: 6	F: 7	G: -2	H: -3	I: 4	J: 24	K: -6

N#CCc1ccc(Oc2ncccn2)cc1
  A: -23	B: -3	C: 7	D: 8	E: -16	F: -1	G: -13	H: 3	I: 0	J: -12	K: -5

O=S(=O)(NC1CCCCC1NCc1ccco1)c1ccc(Cl)cc1 (configuration not stated)
  A: -58	B: -10	C: -7	D: -21	E: -58	F: 1	G: 0	H: -3	I: -6	J: 13	K: nt

Cc1c(Cl)cnc(NC(=O)COC(=O)c2cccc(S(=O)(=O)N3CCc4ccccc4C3)c2)c1Cl
  A: 13	B: 0	C: 14	D: -5	E: 4	F: 0	G: 12	H: 3	I: 5	J: 13	K: -3

Cn1c(NCCCN2CCOCC2)nc2c1c(=O)n(Cc1ccc(Cl)cc1Cl)c(=O)n2C
  A: 20	B: 16	C: 27	D: -5	E: -4	F: -3	G: 20	H: -5	I: 26	J: 4	K: -8

Cc1cc([N+](=O)[O-])nn1CCC(=O)Nc1nccs1
  A: -7	B: -3	C: 10	D: -2	E: -12	F: -1	G: -4	H: 7	I: 2	J: -7	K: -5

COc1cc(S(=O)(=O)N2CCC(c3nc4ccccc4s3)CC2)ccc1S(=O)(=O)NC1CCCC1
  A: ?	B: 13	C: 0	D: -3	E: 30	F: 5	G: -12	H: -1	I: 12	J: 8	K: -9

CC(=O)Nc1ccc(NC(=O)[C@@H](NC(=O)c2cccc(C)c2)C(C)C)cc1
  A: -21	B: -1	C: 5	D: -2	E: 12	F: 9	G: -10	H: 2	I: -2	J: 5	K: -4

CCOC(=O)C(NC(=O)c1ccccc1)=C1C=C(C)OC(C)=C1
  A: -14	B: 15	C: -2	D: -2	E: 6	F: 13	G: 20	H: 1	I: -17	J: 3	K: -4

COc1cccc(NC(=O)Cn2c(SCC(=O)N3CCOCC3)nc3ccccc32)c1
  A: 47	B: -14	C: -19	D: 1	E: -17	F: 8	G: -3	H: 5	I: 5	J: -12	K: -5

COc1cc2c(cc1OC)-c1nnc(-c3cccs3)n1C(C)(C)C2
  A: 15	B: -17	C: 2	D: 2	E: 3	F: 5	G: -5	H: 1	I: -16	J: -4	K: -6

Cn1c(/C(C#N)=C2/CCCCCN2)nc2ccccc21
  A: -7	B: -36	C: -46	D: -1	E: 5	F: -1	G: 5	H: 0	I: -3	J: -14	K: -5

O=C(O)/C(=C\c1ccco1)NC(=O)c1ccco1
  A: -88	B: -3	C: 24	D: -10	E: 0	F: 5	G: 16	H: 0	I: 14	J: 9	K: -21

COc1ccc(C(NC(=O)c2ccccc2F)NC(=O)c2ccccc2F)cc1
  A: 17	B: 22	C: 12	D: -10	E: -9	F: 3	G: nt	H: 1	I: 10	J: 28	K: -5

Part of the list above, reduced to KKLEB tox, Vif imaging and PDI inh:
Compound,KKLEB tox,Vif imaging,PDI inh
C=CCn1c(SCC(=O)O)nc2sc(CC)cc2c1=O,10,16,13
Cn1c(NCCCN2CCOCC2)nc2c1c(=O)n(Cc1ccc(Cl)cc1Cl)c(=O)n2C,-5,20,-3
